TROY NFkB inh: inhibitors of TROY-driven NF-kB signaling, primary screen, Q293 LMP1-TROYcd cells, NF-kB luciferase, uHTS; Q293 LMP1-TROYcd NF-kB luciferase reporter, 4 h; inhibition, % at 10 µM; hit rate 0.98% among 360,000;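 active = compounds whose plate-normalised and pattern-corrected inhibition of the luciferase reporter signal at the single screening dose is 50% or more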
NCOA1 inh: SRC1 coactivator transcriptional activity inhibitors, primary screen, cell-based, luminescence; Nuclear receptor coactivator 1 (Homo sapiens), Q15788; HEK293 GAL4-SRC1 luciferase reporter; inhibition, % at 3.6 µM; hit rate 0.12% among 360,000; AID 588354, 2011;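 active = inhibition above the campaign mean plus 3 SD, with each screening campaign given its own cutoff, cut at about 60% in these data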;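 also: 0% = DMSO treated cells and 100% = gossypol at 36 µM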
KKLEB tox: cytotoxicity in KKLEB CF airway cells, primary screen, cytotoxicity control for CF NF-kB inhibitor project, cell-based, uHTS, fluorescence assay plates. KKLEB CF airway cells viability, ATPlite luminescence, overnight; active compounds read low; cells stimulated with P. aeruginosa culture filtrate. activity change (cytotoxicity), % at 5 µM. hit rate 0.36% among 360,000. AID 602141, 2011;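 active = corrected activity change at or below -50% at 5 µM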
NR5A2 inv ag: LRH-1 (NR5A2) inverse agonists, primary screen, cell-based, luminescence, HEK293T, StAR-luciferase reporter; hit rate 0.13% among 360,000; LRH-1 transfected, 24 h; AID 602396, 2012; inhibition, % at 3.6 µM; Nuclear receptor subfamily 5 group A member 2 (Homo sapiens), O00482;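 active = inhibition above the mean inhibition of all tested compounds plus 3 SD, cut at about 73% in these data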;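 also: 0% = DMSO wells and 100% = reporter-only cells lacking LRH-1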
COUP-TFII inh: NR2F2 transcriptional activity inhibitors, primary screen, cell-based, luciferase reporter, HEK293T, luminescence. hit rate 0.7% among 370,000. inhibition, % at 8.6 µM. HEK293T NGFI-A luciferase reporter. COUP transcription factor 2 (Homo sapiens), P24468;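 active = inhibition above a per-plate cutoff, mean inhibition of test wells between control levels plus 3 SD, cut at about 38% in these data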;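 also: cells cotransfected with COUP-TFII expression vector driving the NGFI-A reporter; 0% = median of COUP-TF2 test wells and 100% = reporter-only cells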
Shn3 3UTR inh: reduction of Shn3 3'UTR firefly luciferase signal, primary screen, Schnurri-3 inhibitor project, cell-based, Clone20 osteoblasts, set 2; Clone20 osteoblast Shn3 3'UTR firefly luciferase, 24 h; AID 588674, 2011; hit rate 0.52% among 360,000; inhibition, % at 12.5 µM;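 active = mean inhibition of at least 75% with every replicate also reaching 75%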;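 also: 0% = median of neutral control wells and 100% = pilot-screen positive control compound; some compounds past the cut are filed as inactive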
LMP1 NFkB inh: EBV LMP1-driven NF-kappaB luciferase reporter inhibitors, primary screen, cell-based, luminescence, single point | LMP1-induced NF-kappaB luciferase reporter cells | inhibition, % at 12.5 µM | hit rate 0.69% among 350,000 | AID 504558, 2011; in the data active = inhibition above about 41%;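 also: 0% = neutral control wells and 100% = reference inhibitor control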
CF NFkB inh: inhibitors of PAF-induced NF-kB signaling, primary screen, cell-based, GFP fluorescence, uHTS; KKLEB NF-kB-GFP reporter, GFP fluorescence overnight; inhibition, % at 5 µM; hit rate 0.86% among 360,000;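 active = at least 50% inhibition at 5 µM, scaled per plate between neutral and stimulator controls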;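 also: PAF is a Pseudomonas aeruginosa culture filtrate used as stimulus; plate controls were PAF-stimulated DMSO wells for no effect and unstimulated DMSO wells for full effect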
TWEAK Fn14 block: inhibitors of TWEAK-Fn14 signaling, primary screen, luciferase reporter cells, uHTS | TWEAK-stimulated Fn14 reporter cells, luciferase luminescence, 8 h | hit rate 2% among 360,000 | AID 1159606, 2016 | inhibition, % at 10 µM; in the data active = inhibition above about 50%
SRC3 inh: SRC3 coactivator transcriptional activity inhibitors, primary screen, cell-based, luminescence. inhibition, % at 3.6 µM. HEK293 GAL4-SRC3 luciferase reporter. Nuclear receptor coactivator 3 (Homo sapiens), Q9Y6Q9. hit rate 0.17% among 360,000;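 active = inhibition above a per-campaign cutoff, the mean of all compounds plus 3 SD, cut at about 60% in these data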;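 also: 0% = DMSO-treated cells and 100% = gossypol-treated cells at 36 µM; higher means less SRC3-driven luciferase light from the GAL4 reporter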
C8 TRAIL sens: viability loss with TRAIL in NB7+C8 cells, primary screen, TRAIL sensitizer project, cell-based, ATPlite luminescence; hit rate 1% among 360,000; inhibition (viability loss, TRAIL sensitization), % at 10 µM; AID 624354, 2012;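 active = compounds causing at least 50% loss of cell viability in the single-dose screen, relative to plate controls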
Starred values were filed as active, the others as inactive; nt = not tested or not shown.

SMILES	TROY NFkB inh	NCOA1 inh	KKLEB tox	NR5A2 inv ag	COUP-TFII inh	Shn3 3UTR inh	LMP1 NFkB inh	CF NFkB inh	TWEAK Fn14 block	SRC3 inh	C8 TRAIL sens
O=[n+]1c2c(n([O-])c3cc(F)c(N4CCCC4)cc31)CCCC2	5.8	-50.9	11.3	-23.6	-19.8	-11.1	2.0	2.1	-3.8	-13.0	23.5
CC1CCCCC1NC(=O)C(Cc1ccccc1)NS(=O)(=O)c1cccs1 (stereo not drawn)	-1.0	19.6	-4.5	-1.2	2.0	13.0	4.8	5.1	8.8	-1.8	3.5
O=C(Nc1cccnc1)c1cc2c(ccc3ccccc32)o1	-40.1	-57.8	8.9	-111.5	nt	-45.6	-0.1	-16.7	17.1	-71.7	26.8
CCn1c(SCC(=O)NCCc2ccccc2)nc2c([nH]c3ccccc32)c1=O	17.5	9.6	-34.7	31.2	9.5	1.5	16.8	18.0	1.5	-13.2	-5.8
CCOC(=O)C1=C(N)Oc2c(oc(CO)cc2=O)C1c1ccc(Cl)cc1 (stereo not drawn)	-4.8	2.6	4.0	-1.5	7.8	-3.6	-10.4	0.2	-22.2	22.0	-13.3
Cc1ccc(NC(=O)CC2SC(=NCC3CCCO3)NC2=O)cc1Cl (stereo not drawn)	-0.8	9.8	0.0	-8.8	4.0	-38.7	-15.4	12.4	-8.0	19.1	-3.4
O=C(CN1C(=O)COc2ccccc21)NCCCN1CCOCC1	7.6	4.2	6.6	5.9	-15.8	4.3	-0.4	-3.2	33.0	6.0	10.9
CSc1ccccc1NC(=O)CSc1nnc(CNC(=O)c2ccccc2F)n1C	11.8	3.8	4.8	13.2	4.5	4.1	-1.3	-1.2	-0.5	-7.8	27.1
COc1cccc(N2CCN(CC(=O)Nc3ccc(SC(F)F)cc3)CC2)c1	17.1	2.6	-14.3	-3.3	12.2	9.9	7.1	4.7	0.6	13.8	-3.8
Cc1cccn2c(=O)c(/C=N/O)c(N3CCOCC3)nc12	-10.0	5.2	5.7	10.5	13.2	-5.5	3.0	-6.3	-6.1	14.6	-10.7
COc1ccc([N+](=O)[O-])cc1NC(=O)N(C)Cc1ccco1	-0.8	12.2	-2.3	-8.6	31.5	5.3	7.0	-7.3	6.0	-9.7	-6.6
CCOC(=O)CN1CC23C=CC(O2)C(C(=O)NCc2cccs2)C3C1=O (stereo not drawn)	-14.7	-8.4	19.2	22.5	-1.3	-20.9	-3.1	-19.0	7.6	-3.2	12.5
CCN(CC)CCN(CC)Cc1ccccc1Br	-8.9	-1.4	5.1	-4.0	-21.5	-6.5	-13.4	2.2	-16.1	5.8	2.7
CCc1c(C)c2c(C)nn(-c3ccccc3)c2[nH]c1=O	-9.3	-12.5	4.6	2.6	4.0	-19.9	6.9	-13.0	9.4	-13.8	4.8
CCOC(=O)C1C(c2cccs2)NC(=O)N(C)C1(O)C(F)(F)F (stereo not drawn)	-22.1	-3.4	7.5	2.4	5.0	-6.3	-5.1	-0.5	-8.4	4.5	-18.1
CC(C)CN1C(=O)N(c2ccc(Cl)cc2)C(C)(O)CC1(C)C (stereo not drawn)	27.9	-8.4	1.9	4.7	-7.4	12.7	27.8	-4.0	15.2	-3.4	-1.9
Cc1sc(NC(=O)c2oc3ccccc3c2C)c(C#N)c1C	-10.1	-15.4	1.2	0.1	nt	-10.2	-3.9	-16.3	-13.1	1.5	-29.3
Cc1cccc2nc(=S)n(C(=O)c3ccco3)n12	-39.4	-90.1	13.1	-99.0	-27.4	-123.9	-84.7	-37.6	-33.6	-80.2	54.4*
CCc1c(C)nc(SCC(=O)N2C(C)CCCC2C)[nH]c1=O (stereo not drawn)	-7.8	3.7	10.3	-4.8	-10.9	-14.5	-2.7	-31.7	4.7	0.3	8.6
COc1ccc(O)c(-c2nc(N)nc(N)n2)c1	3.4	-19.7	-8.0	-78.3	-1.7	-61.0	0.7	44.2	17.0	-22.6	12.3
COc1ccc(N2CCN(C(=O)C3CCCN(S(=O)(=O)c4ccc(C)cc4)C3)CC2)cc1 (stereo not drawn)	11.8	-10.5	-2.2	-0.7	0.2	9.8	3.1	-4.4	1.9	1.7	-7.2
NS(=O)(=O)OCC(Cc1ccccc1)N1C(=O)c2ccccc2C1=O (stereo not drawn)	6.0	-38.1	-0.6	13.8	-6.9	10.0	4.0	-0.5	7.1	-28.7	-2.7
O=C1/C(=C/c2cccnc2)SC(=S)N1CCc1ccccc1	-49.4	9.7	-10.8	-8.6	-25.8	3.7	0.3	7.8	-45.5	17.2	33.6
CC1(C)OC(c2ccccc2)=C/C(=C\C=N\NC(=O)c2ccncc2)O1	-2.1	0.2	0.6	8.5	-11.1	17.3	nt	4.8	-0.7	12.3	-4.0
CC(C)OC(=O)/C(=C\C=C\c1ccccc1)NC(=O)c1ccccc1	4.8	0.5	3.4	-11.3	-2.3	0.0	7.9	8.6	-0.6	17.9	9.9
O=C(O)c1ccc(Oc2nc3ccccc3s2)cc1	-31.4	-81.4	9.8	-97.9	-19.8	-18.0	-26.6	-17.2	27.8	-61.9	-3.0
C=CCn1c(COc2ccc(OC)cc2)nnc1SCn1nnc2ccccc2c1=O	-8.0	-18.0	-0.6	-6.4	-9.6	8.0	0.1	10.2	9.6	9.8	-8.5
Cc1ccccc1CNC(=O)C(=O)NCC1CCCN1S(=O)(=O)c1ccccc1 (stereo not drawn)	5.8	16.8	-17.8	17.7	14.3	-10.7	2.0	13.3	-8.5	-6.9	-5.4
CCCn1c(CC)nc([N+](=O)[O-])c1Sc1ncn[nH]1	-7.3	16.1	6.1	-1.5	11.9	-8.2	6.8	12.4	-0.7	21.7	3.3
CCCCc1ccc(NC(=O)C(C)CC)cc1 (stereo not drawn)	-57.8	-35.9	-3.2	-61.9	-32.9	-21.1	-18.8	12.2	-33.6	-23.7	-2.4

An excerpt of these results, with two lines to a compound:
Each structure is followed by: TROY NFkB inh	NCOA1 inh	KKLEB tox	NR5A2 inv ag	COUP-TFII inh	Shn3 3UTR inh	LMP1 NFkB inh	CF NFkB inh	TWEAK Fn14 block	SRC3 inh	C8 TRAIL sens
> O=C(O)c1ccc(Oc2nc3ccccc3s2)cc1
  -31.4	-81.4	9.8	-97.9	-19.8	-18.0	-26.6	-17.2	27.8	-61.9	-3.0
> C=CCn1c(COc2ccc(OC)cc2)nnc1SCn1nnc2ccccc2c1=O
  -8.0	-18.0	-0.6	-6.4	-9.6	8.0	0.1	10.2	9.6	9.8	-8.5

(listing goes on)
SMILES	TROY NFkB inh	NCOA1 inh	KKLEB tox	NR5A2 inv ag	COUP-TFII inh	Shn3 3UTR inh	LMP1 NFkB inh	CF NFkB inh	TWEAK Fn14 block	SRC3 inh	C8 TRAIL sens
CC(C)COc1ccc(C(=O)OC2CC(C)(C)OCC2CN(C)C)cc1 (stereo not drawn)	4.8	0.8	-9.3	-8.7	0.5	2.1	-12.0	14.1	-4.1	7.2	14.0
CC(C)N(CCCNC(=O)C1CCC(CNS(=O)(=O)c2ccccc2)CC1)Cc1ccccc1 (stereo not drawn)	-2.5	0.6	-1.8	5.0	-5.6	63.7	-1.1	-34.6	6.6	4.8	-19.9
COc1cc(-c2nnc3n2N=C(c2ccccc2)CS3)cc(OC)c1OC	7.9	-7.6	2.0	39.6	-44.2	26.5	14.3	-10.3	35.4	-3.2	12.5
O=C(c1cc(-c2ccccc2)on1)N1CCN(C(=O)c2ccco2)CC1	-45.9	2.2	-9.3	2.6	-11.4	-9.5	1.2	17.8	-20.6	-31.8	-4.4
CC(C)CN(CC(C)C)S(=O)(=O)N1CCC(C(=O)NCc2cccnc2)CC1	-4.8	-2.2	-4.1	-5.0	-5.2	0.6	3.0	-4.6	-14.9	-17.0	2.6
COC(=O)c1ccc2c(=O)n(NC(=O)C(c3ccccc3)c3ccccc3)c(=S)[nH]c2c1	-5.7	-2.5	-2.6	-2.6	11.9	-0.5	-4.1	14.0	-12.2	6.8	1.9
Cc1ccc(Cn2nc(C)c(C(=O)NCC(c3ccc(F)cc3)N3CCOCC3)c2Cl)cc1 (stereo not drawn)	13.2	-5.2	-4.8	-1.1	25.8	24.5	2.8	10.5	0.9	0.3	-4.1
Cc1ccc(C(=O)N/C(=C\c2cn(C)c3ccccc23)C(=O)N2CCOCC2)cc1	-15.6	-8.5	-0.1	-7.1	-18.4	-14.3	0.4	11.5	-1.4	4.1	2.1
Cc1cc(N2CCN(c3ncccn3)CC2)nc2c(C)cccc12	38.9	-0.2	-9.5	12.8	-11.5	-3.5	7.0	5.4	37.9	-11.8	2.4
Cc1ccc(C(=O)Nc2ccc(C)c(S(=O)(=O)N3CCOCC3)c2)c(C)c1	6.5	-7.6	32.1	-16.3	18.9	16.2	6.4	-26.5	-15.3	17.9	4.0
Cc1nc(C(F)(F)F)ccc1C(=O)N1CCCC(C)(C(=O)O)C1 (stereo not drawn)	8.3	-4.0	5.0	9.5	-3.4	-7.2	nt	-21.9	3.6	-1.4	-0.5
Cc1cc(C)cc(CN2C(=O)NC3(CCCCCC3)C2=O)c1	-36.7	8.1	-0.2	-7.4	-11.4	15.9	-1.7	-17.1	-7.0	-22.4	-8.1
N#Cc1cc2c(nc1SCC(N)=O)CCCCC2	-1.6	-82.5	6.3	-102.5	-26.6	-33.9	3.1	5.5	-4.4	-41.9	19.6
O=C(NC(=S)Nc1ccccc1N1CCCC1)c1ccccc1[N+](=O)[O-]	-19.4	-19.4	12.8	-14.3	-3.3	11.0	-7.8	-6.5	17.9	-1.3	-4.6
COc1cccc(N(C(=O)c2ccco2)C(C(=O)NC2CCCC2)c2ccc(N(C)C)cc2)c1 (stereo not drawn)	nt	-17.6	6.2	3.2	11.8	0.9	3.3	-6.1	12.1	-0.3	16.1
CC1(OC(=O)c2ccco2)C(=O)C=C2C=C(C3CC3)OC=C2C1=O (stereo not drawn)	13.7	8.5	22.7	-10.9	-2.5	-6.2	-0.8	-0.9	24.1	18.1	-9.3
O=C(NCc1ccccc1)c1csc(-c2cccnc2)n1	20.6	50.8	-2.5	15.2	7.8	1.0	-2.2	45.6	47.2	49.2	2.5
O=C(CC1S/C(=N\S(=O)(=O)c2ccc(F)cc2)N(c2ccccc2)C1=O)Nc1ccccc1 (stereo not drawn)	2.6	4.2	2.1	-4.2	-7.0	4.1	-0.4	5.0	-3.8	17.6	-5.2
Cc1cc(=O)nc2c3ccccc3n(CC(=O)NC3CCCCC3)n12	-4.7	-5.2	0.5	26.2	-8.5	3.4	3.5	7.0	-0.2	-0.6	-5.2
O=c1[nH]c2c(n(C3CCCCC3)c1=O)CCC2	-24.2	5.1	-4.7	7.3	-11.0	2.8	5.7	10.3	-14.9	3.8	-1.0

Not all compounds are listed; count on the stated rates, not on these rows.
